Screening results: PubChem BioAssay, several laboratories
PABP1 MLLE inh: blocks PAM2 peptide binding to the PABP1 MLLE domain; GST-MLLE / FITC-PAM2 fluorescence polarization; inhibition, % at 20 µM; actives 0.36% (n = 360,000); AID 588489; in the data active = inhibition above about 35%, passing the limit was not always enough;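 also: plate controls were DMSO wells with GST-MLLE for no effect and wells lacking GST-MLLE protein for full effect; some results filed as inactive read as strong as hits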
Rpn11 block: blocks the human proteasome subunit Rpn11 | O00487 | human 26S proteasome, Ub4-pepOG fluorescence polarization; 20S core pre-blocked with epoxomicin | calls only at 20 µM | actives 0.59% (n = 360,000) | AID 588493;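 active = inhibition at 20 µM, scaled to each plate's controls, above about 33%, limit read from the data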
FAS-TE inh: blocks the thioesterase domain of human fatty acid synthase. P49327. recombinant FAS-TE, OMFH fluorogenic substrate, fluorescence endpoint. inhibition, % at 15 µM. actives 0.67% (n = 360,000);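 active = compounds whose normalised, plate-corrected inhibition of enzyme fluorescence in the single-dose primary screen is 50% or more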;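 also: 0% = DMSO with enzyme and 100% = substrate without enzyme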
CSN deneddyl inh: blocks human CSN-mediated cullin deneddylation; Q92905; Purified CSN, SCF-Nedd8-OG deneddylation, fluorescence polarization; inhibition, % at 12.5 µM; actives 0.38% (n = 360,000);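 active = pattern-corrected inhibition above about 35%, with an unprinted fluorescence ratio check between 0.5 and 1.5, limit read from the data, passing the limit was not always enough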;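 also: 0% = enzyme with substrate and 100% = substrate without enzyme; some results filed as inactive read as strong as hits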
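Assay system: Purified human Csn5 enzyme expressed in HEK293T cells | Amount: Enzyme 0.24 nM | Measured by: Fluorescence polarization readout | Medium: Tris/NaCl/DTT buffer, pH 7.5 | Compound dosing: One concentration, 12.5 µM, 0.25% DMSO | Times: 90 min incubation of compound, enzyme and substrate at room temperature | Control set: no-enzyme wells high, enzyme-with-substrate wells low | Read-out: % inhibition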
SKN-1 inh: blocks SKN-1 activity in C. elegans | C. elegans VP596 Pgst-4::GFP/RFP ratio, acrylamide-induced, 24 h | inhibition, % at 21.8 µM | actives 0.49% (n = 360,000);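 active = interference check ratio from 0.5 to 1.5 plus GFP to RFP signal ratio inhibition reaching or exceeding a fixed threshold, cut at about 30% in these data, passing the limit was not always enough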; also: some compounds called inactive have numbers as strong as hits
MT1-MMP act inh: blocks activation of human MT1-MMP | P50281 | HT1080 RFP-PRO-GFP cells, GFP/RFP ratio fluorescence, overnight; percent of plate control window, DMSO zero | GFP/RFP ratio change, % at 20 µM | actives 0.061% (n = 360,000);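 active = GFP/RFP ratio change of at least 30% with cell ATP level not reduced by more than half and red fluorescence within 50% of control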; also: strong numbers were not always called active
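Assay system: HT1080 cells carrying an RFP-PRO-GFP reporter | Dosing: Single dose of 20 µM compound, 1% DMSO final | Incubation: Cells overnight before dosing, compound overnight, 37 °C, 5% CO2 | Evaluation: GFP/RFP fluorescence ratio | Control set: DMSO and RFP-L50D-GFP cell wells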
Neddyl block: cullin neddylation inhibition; P61081+Q13564; actives 0.58% (n = 360,000); TR-FRET cullin neddylation, biochemical; calls only at 25 µM; in the data active = inhibition above about 36%
Target sequence (P61081 whole entry, looked up): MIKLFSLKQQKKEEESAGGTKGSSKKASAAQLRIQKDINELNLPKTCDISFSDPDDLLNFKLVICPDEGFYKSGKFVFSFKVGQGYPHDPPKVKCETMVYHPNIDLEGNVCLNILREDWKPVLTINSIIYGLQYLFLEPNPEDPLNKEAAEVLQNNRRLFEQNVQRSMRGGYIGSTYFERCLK
Target sequence (Q13564 whole entry, looked up): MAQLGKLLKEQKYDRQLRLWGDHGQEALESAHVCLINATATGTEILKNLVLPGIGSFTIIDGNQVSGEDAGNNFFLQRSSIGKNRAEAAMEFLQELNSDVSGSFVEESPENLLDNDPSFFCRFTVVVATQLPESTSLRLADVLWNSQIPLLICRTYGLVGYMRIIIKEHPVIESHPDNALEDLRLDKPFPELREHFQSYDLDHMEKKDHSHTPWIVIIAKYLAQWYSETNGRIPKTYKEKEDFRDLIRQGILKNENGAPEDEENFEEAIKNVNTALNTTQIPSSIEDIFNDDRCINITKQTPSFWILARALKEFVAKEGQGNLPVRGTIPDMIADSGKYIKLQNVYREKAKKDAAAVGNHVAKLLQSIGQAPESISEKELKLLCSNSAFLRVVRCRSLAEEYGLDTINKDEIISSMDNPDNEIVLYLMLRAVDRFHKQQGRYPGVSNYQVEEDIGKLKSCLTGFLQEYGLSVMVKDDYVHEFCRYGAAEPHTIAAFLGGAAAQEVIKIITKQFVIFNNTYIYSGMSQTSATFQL
Rin1 Abl inh: human Rin1-Abl interaction inhibition; TR-FRET Rin1/Abl binding, biochemical; inhibition, % at 7.35 µM; actives 0.4% (n = 360,000); in the data active = inhibition above about 5%, passing the limit was not always enough
NadD block: blocks S. aureus nicotinate mononucleotide adenylyltransferase; purified NadD enzyme, colorimetric absorbance read-out; actives 0.78% (n = 360,000); inhibition, % at 20 µM; in the data active = inhibition above about 26%; also: some compounds past the cut are filed as inactive
The depositor's hits bear a star; i = inactive; x = no result given.

Sequence of screens – PABP1 MLLE inh	Rpn11 block	FAS-TE inh	CSN deneddyl inh	SKN-1 inh	MT1-MMP act inh	Neddyl block	Rin1 Abl inh	NadD block
COc1cc(C2N(c3cccc(Cl)c3)C(=O)C3CCCN32)cc(OC)c1OC (stereo not drawn)
→ -4	i	-1	0	-4	1	i	1	-2
Cc1cc(C(F)F)n2ncc(C(=O)NC3CCCCCC3)c2n1
→ -2	i	3	-3	-4	1	i	0	-3
COc1cccc(CN2CCNC(=O)C2CC(=O)NCCc2ccccn2)c1 (stereo not drawn)
→ 16	i	-3	-19	16	-1	i	2	-2
C[C@H](O)[C@@H]1CN2CCc3c([nH]c4ccccc34)[C@@H]2C[C@@H]1N(C)C(=O)Nc1cccc2ccccc12
→ 3	i	0	-1	5	-5	i	-7	1
Cc1cccnc1NC(=O)c1ccc(NS(=O)(=O)c2ccc3[nH]c(=O)[nH]c3c2)cc1
→ 0	i	-4	-6	-11	-3	i	1	-5
O=C(NCc1ccncc1)C1COc2ccccc2O1 (stereo not drawn)
→ 2	i	-12	2	-12	4	i	1	0
CCOC(=O)N1CCC(=NNC(=O)COc2ccc(C#N)cc2)CC1
→ 10	i	-4	1	4	3	i	1	-4
Cc1ccc(NC(=O)CN2CCC(C(=O)c3ccc(F)cc3)CC2)cc1
→ 8	i	6	2	11	1	i	-4	-2
O=C(OCCCCN1C(=O)c2ccccc2C1=O)c1ccc(Br)o1
→ -11	i	10	-1	-4	2	i	2	-7
O=C1S/C(=C\c2cccs2)C(=O)N1c1ccc(O)cc1
→ -5	i	-1	2	-1	1	i	-4	-23
CCCNC(=O)C1(C)CCN(C(=O)c2ccc(OC(F)F)cc2)C1 (stereo not drawn)
→ -2	i	-8	-2	-7	1	i	2	2
Cc1ccc(OCC(=O)Nc2ccc(N3CCOCC3)cc2)cc1
→ 0	i	-8	0	7	-1	i	1	-8
COc1ccc(C(CC(=O)c2ccc3c(c2)OCO3)C(=O)O)cc1OC (stereo not drawn)
→ 17	i	-4	-3	-9	3	i	-1	-6
COc1ccccc1Oc1coc2cc(O)ccc2c1=O
→ 12	i	-4	0	15	9	x	3	3
Cc1c(OCc2ccccc2)c(=O)ccn1Cc1ccc(F)cc1
→ 1	i	17	-4	29	3	i	4	-4
Cc1[nH]n(-c2ccccc2)c(=O)c1N=Nc1ccc(F)cc1
→ -1	i	11	4	29	2	i	0	-4
CC(C)OC(=O)c1cc2ccccc2oc1=O
→ -15	i	-9	3	9	-4	i	1	0
COc1cccc(C(=O)Nc2nnc(-c3ccccc3)s2)c1OC
→ -8	i	0	3	-4	-4	i	-3	-2
O=S(=O)(c1cccc2cccnc12)N1CCN(c2ccc(F)cc2)CC1
→ 7	i	-2	2	8	1	i	0	-5
O=C(CSc1ccccc1)N1CCCC(N2CCN(c3ccccc3)CC2)C1 (stereo not drawn)
→ 5	i	-2	2	5	-1	i	4	-1
CCOc1ccc(N2C(=O)CC(N(Cc3ccco3)C(=O)CC)C2=O)cc1 (stereo not drawn)
→ 10	i	-1	-3	12	-1	i	0	-3
CCc1ccccc1N1CC23C=CC(O2)C(C(=O)OCC(C)C)C3C1=O (stereo not drawn)
→ -4	i	-2	0	1	1	i	0	-2
CCOC(=O)c1sc(NC(=S)NC(=O)c2ccc(OC)cc2)nc1C
→ 15	i	1	3	9	2	i	0	-7
CCC(CC)NC(=O)CSc1nnc(-c2c[nH]c3ccccc23)o1
→ -11	i	-7	0	-1	1	i	3	-3
Cc1nc2ccccc2n1/N=C/c1ccc([N+](=O)[O-])s1
→ 4	x	-12	0	3	-23	i	-3	0
CNc1nc(N/N=C/c2cc([N+](=O)[O-])ccc2F)nc(Nc2ccccc2)n1
→ 16	i	-4	-2	1	-2	i	-1	6
CCOC(=O)c1nc(Nc2ccccc2CC)c2ccccc2n1
→ 4	i	-3	2	3	-2	i	1	-2
COc1cccc(CNc2ccc(S(=O)(=O)Nc3nccs3)cc2)c1O
→ 4	i	-6	-4	5	-1	i	5	9
Cc1ccc(OCC(=O)Nc2ccccc2N2CCOCC2)c(C)c1
→ 10	i	10	1	-10	-6	i	1	-4
COc1ccc(NC(=O)CCCn2c(=O)c3sccc3n(Cc3ccc(C)cc3C)c2=O)cc1
→ 3	i	14	-1	9	12	i	-2	-6

Looked up by structure from the entries so far (two):
Sequence of screens – PABP1 MLLE inh	Rpn11 block	FAS-TE inh	CSN deneddyl inh	SKN-1 inh	MT1-MMP act inh	Neddyl block	Rin1 Abl inh	NadD block
COc1ccccc1Oc1coc2cc(O)ccc2c1=O
→ 12	i	-4	0	15	9	x	3	3
COc1cccc(CN2CCNC(=O)C2CC(=O)NCCc2ccccn2)c1 (stereo not drawn)
→ 16	i	-3	-19	16	-1	i	2	-2

Back to the main list, repeating the two entries before the break.
Sequence of screens – PABP1 MLLE inh	Rpn11 block	FAS-TE inh	CSN deneddyl inh	SKN-1 inh	MT1-MMP act inh	Neddyl block	Rin1 Abl inh	NadD block
Cc1ccc(OCC(=O)Nc2ccccc2N2CCOCC2)c(C)c1
→ 10	i	10	1	-10	-6	i	1	-4
COc1ccc(NC(=O)CCCn2c(=O)c3sccc3n(Cc3ccc(C)cc3C)c2=O)cc1
→ 3	i	14	-1	9	12	i	-2	-6
CCC1S/C(=N/S(=O)(=O)c2ccc(N)cc2)NC1=O (stereo not drawn)
→ 10	i	-6	0	4	11	i	4	5
Cc1cc(C)c(NS(=O)(=O)c2ccc3c(c2)NC(=O)CCS3)c(C)c1
→ 16	i	-5	3	8	-5	i	-3	-3
Cc1ccc(NC(=O)CN(C)C(=O)Cn2ncc(Cl)c(Cl)c2=O)cc1
→ -12	i	-1	2	12	0	i	0	7
NC(=S)NN=C1CCCCC12CCCC2
→ 5	i	-7	6	7	7	i	0	8
Cc1c(C)n2c(SCC(=O)NC3CCCC3)nnc2[nH]c1=O
→ 18	i	-10	-1	21	0	i	1	-1
CN1CCN(c2ccc(NC(=O)c3ccc4ccccc4c3)cc2)CC1
→ 0	i	-6	-2	9	2	i	-5	-6
COc1ccc(C(CNC(=O)c2ccc(-c3ccccc3)cc2)N(C)C)cc1OC (stereo not drawn)
→ 10	i	2	-3	-1	-4	i	0	-6
CCC(=O)Nc1ccc(S(=O)(=O)Nc2cccnc2)cc1
→ 21	i	-6	5	11	6	i	2	-6
C/C(=N/NC(=O)Cc1ccccc1)c1ccc(C)s1
→ 14	i	0	3	7	2	i	0	-3
CCc1ccccc1NS(=O)(=O)c1ccc2c(c1)C(C)(C)C(=O)N2C
→ -11	i	-11	-2	-2	-1	i	-1	-3
Cc1ccccc1Nc1nc(N2CCOCC2)nc(N2CCOCC2)n1
→ 5	i	-1	-5	12	-1	i	1	1
CCn1ccnc1CN(C)C(=O)CCc1nnc(CCC2CCCCC2)o1
→ 1	i	-1	-2	-12	7	i	3	6
O=C(CNC(=O)c1ccccc1F)NCCCN1CCCC1=O
→ 5	i	-11	3	7	2	i	3	5
COc1ccc(CCN2CC(C(=O)OCC(=O)N(C)CC(=O)Nc3ccccc3Cl)CC2=O)cc1OC (stereo not drawn)
→ 4	i	-4	-1	9	1	i	3	5
COc1ccc(C2=Cc3ccccc3C(CC(=O)C3CC3)N2c2ccc(C#CCCO)cc2)cc1 (stereo not drawn)
→ x	x	8	5	8	-4	x	x	-6
Cc1cccc(NC(=O)NCc2ccc3c(c2)cc(C)n3C)c1
→ 60	i	-6	7	49*	46	i	7.8*	23
Cc1ccc(NC(=O)CC2C(=O)N(Cc3ccccc3)C(=S)N2NC(=O)c2cccc(F)c2)c(C)c1 (stereo not drawn)
→ -9	i	-1	4	-19	-5	i	-3	5
COc1cc(-c2cc3nc4ccccc4n3c(N)c2C#N)cc(OC)c1OC
→ 12	i	-1	-2	-4	2	x	-4	-2
Cc1cc(C)n(CCC(=O)N2c3ccccc3CC2C)n1 (stereo not drawn)
→ -3	i	-5	-5	-3	-5	i	-1	1
O=C(Nc1ccc(S(=O)(=O)Nc2ncccn2)cc1)C1CC(=O)N(c2ccccc2)C1 (stereo not drawn)
→ 10	i	-9	1	23	-1	i	3	-1
O=C(CSc1nnc2c(Cl)cc(Cl)cn12)N1CCN(S(=O)(=O)c2ccccc2)CC1
→ -66	i	-8	-2	-38	-2	i	-3	-6
CC(=O)Nc1ccc(S(=O)(=O)c2ccnc3cc(Cl)ccc23)cc1
→ 2	i	4	3	2	6	i	-5	-4
Cc1ccc(S(=O)(=O)NNC(=O)Nc2ccccc2F)c(C)c1
→ -9	i	1	-4	-5	0	i	0	1
O=C(Nc1ccc(NC(=O)c2ccco2)c(Cl)c1)c1ccccc1
→ 5	i	1	7	5	-5	i	0	-13
CC(=O)Nc1ccc(S(=O)(=O)NCc2ccc(C)n2C)cc1
→ 2	i	-6	1	15	-1	i	1	3
OCCCNc1ncnc2c1[nH]c1ccccc12
→ 8	i	-6	-2	7	7	i	-7	-8
COc1cc(/C=C/c2[nH]c(=O)[nH]c(=O)c2[N+](=O)[O-])cc(OC)c1O
→ 2	i	-2	3	14	4	i	-1	-5
COc1ccc([C@H]2CC(=O)C=C(c3ccc(OC)c(F)c3)C2)cc1
→ -10	i	35	-2	15	6	i	-4	-5
CN(C)S(=O)(=O)c1ccc(C(=O)OCC(=O)N2CC3(C)CC2CC(C)(C)C3)cc1 (stereo not drawn)
→ 3	i	5	2	8	-1	i	6	8
CC(C)C1=Nc2cccc3cccc(c23)N1
→ 21	i	-5	0	2	8	i	1	4
Cc1ccc(/C(N)=N/OC(=O)c2ccc(Cl)cc2Cl)cc1
→ 9	i	10	-6	0	0	i	0	3
CC(=O)Nc1ccc(NC(=O)C2CCCN2C(=O)NCc2ccccc2)cc1 (stereo not drawn)
→ -2	i	-5	1	9	4	i	4	-7
Cc1ccc(S(=O)(=O)NNc2ccccc2)c(C)c1
→ 24	i	-10	-2	8	-4	i	2	13

Part of the list above, in CSV form.
mol,PABP1 MLLE inh,Rpn11 block,FAS-TE inh,CSN deneddyl inh,SKN-1 inh,MT1-MMP act inh,Neddyl block,Rin1 Abl inh,NadD block
O=C(Nc1ccc(NC(=O)c2ccco2)c(Cl)c1)c1ccccc1,5,i,1,7,5,-5,i,0,-13
CC(=O)Nc1ccc(S(=O)(=O)NCc2ccc(C)n2C)cc1,2,i,-6,1,15,-1,i,1,3
